Bioassay records from PubChem BioAssay.
APP 5'UTR act: activates APP 5'UTR luciferase reporter; SH-SY5Y APP 5'UTR luciferase reporter, luminescence; zero percent = DMSO vehicle wells; activation, % at 2 µM; actives 1% (n = 190,000); AID 1276;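 active means activation above a set limit, based on mean plus 3 SD of controls, cut at about 140% in these data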; further: values of inactives mirror those of a sister screen read the other way
STAT1 inh: inhibitors of IFN-gamma induced STAT1 signaling | AID 920 | actives 0.35% (n = 200,000) | NIH 3T3 STAT1-luciferase reporter, luminescence | inhibition, % at 5.5 µM;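 active means inhibition above a set limit, the mean inhibition across all tested compounds plus 3 SD, cut at about 34% in these data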;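 further: 0% = IFN-gamma with DMSO and 100% = IFN-gamma with 300 µM nifuroxazide; values of inactives mirror those of a sister screen read the other way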
APP transl inh: APP translation inhibition. SH-SY5Y APP 5'UTR-luciferase reporter, luminescence. inhibition, % at 2 µM. actives 0.82% (n = 190,000). AID 1285;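 active means inhibition above a set limit, derived from the sample mean plus 3 SD, cut at about 45% in these data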; further: values of inactives mirror those of a sister screen read the other way
STAT3 inh: inhibitors of IL-6 induced STAT3 signaling. U3A cells, IL-6 STAT3-luciferase reporter, luminescence; host cell line lacks STAT1. actives 0.89% (n = 190,000). inhibition, % at 5.5 µM. AID 862;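 active means inhibition above the mean inhibition across all screened compounds plus 3 SD, cut at about 44% in these data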;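 further: 0% = DMSO only wells and 100% = 100 µM nifuroxazide control wells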
NF-kB expr up: compounds increasing NF-kB expression in human neuronal cells. NF-kB reporter expression; stronger effect = higher value. fold change at 12.5 µM. actives 1.6% (n = 190,000). AID 1239; in the data active means fold change above about 3.3
STAT3 activator: activators of IL-6 induced STAT3 signaling; U3A cells, IL-6 STAT3-luciferase reporter, luminescence; 100% = signal with IL-6 EC80 alone; activation (% of control), % at 5.6 µM; actives 0.91% (n = 190,000);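 active means activation above the screen-wide mean of compound activation plus 3 SD, cut at about 130% in these data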;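 further: 0% = background luminescence of wells with medium and substrate only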
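Material: human STAT1-deficient U3A cells with stable STAT3-luciferase reporter / Probe or stimulus: IL-6 stimulus at 33 ng/mL final / Schedule: 1 h compound pre-exposure, 6 h IL-6 stimulation, 37 °C / Technique: luminescence / Read-out basis: percent of IL-6-only median luminescence / Control set: IL-6-only high control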
FLuc stim CS: firefly luciferase counter-screen for stimulation assays; AID 1027; activation factor at 10 µM; P08659; ATPlite luciferase biochemical, luminescence, 10 min; 0 = ATP-free wells, 1 = DMSO control; 200,000 tested, under 10 active;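 active means luciferase activation factor, scaled between plate controls, of at least 2 with compound at 10 µM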
Target sequence (P08659 whole entry, looked up): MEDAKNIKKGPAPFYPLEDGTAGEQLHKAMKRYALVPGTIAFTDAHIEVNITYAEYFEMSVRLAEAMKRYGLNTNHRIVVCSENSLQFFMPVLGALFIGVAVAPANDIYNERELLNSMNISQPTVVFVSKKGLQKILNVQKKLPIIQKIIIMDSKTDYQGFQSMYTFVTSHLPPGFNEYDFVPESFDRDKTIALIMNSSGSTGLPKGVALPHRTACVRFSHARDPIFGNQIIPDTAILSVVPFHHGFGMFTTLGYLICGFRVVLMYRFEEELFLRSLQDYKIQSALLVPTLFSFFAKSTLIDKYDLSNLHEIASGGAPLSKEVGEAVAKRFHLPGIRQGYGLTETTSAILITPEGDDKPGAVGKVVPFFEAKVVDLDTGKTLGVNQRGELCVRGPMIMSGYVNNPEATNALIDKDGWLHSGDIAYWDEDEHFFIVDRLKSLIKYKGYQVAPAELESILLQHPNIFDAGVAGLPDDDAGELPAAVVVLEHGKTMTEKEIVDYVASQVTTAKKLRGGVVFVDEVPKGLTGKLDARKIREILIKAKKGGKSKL
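test system = cell-free luciferase reagent | medium = PBS as buffer for the ATP substrate | dosing = test compounds dosed from 2 mM stocks in 100% DMSO | incubation = 10 min at ambient temperature | detection = luminescence measurement of luciferase light output | benchmarks = low control with PBS replacing ATP, high control enzyme plus ATP without compound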
FLuc inhib CS: counter-screen for luciferase assay inhibitors: firefly luciferase inhibition | ATPLite firefly luciferase biochemical luminescence, 10 min | actives 1.5% (n = 200,000) | inhibition, % at 10 µM | AID 1006 | P08659;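 active means inhibition above about 50% when tested at 10 µM, limit read from the data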
ROMK primary: modulators of human ROMK potassium channel. P48048. Tet-inducible ROMK, thallium flux fluorescence; actives lie on both sides. B-score at 10 µM. actives 2% (n = 130,000);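 active means signal ratio slope over the read window, or its plate-corrected B-score, at least 3 SD from the plate mean, either direction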;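 further: B-score of the F/F0 ratio slope over 7 to 12 s after thallium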
Target sequence (P48048 whole entry, looked up): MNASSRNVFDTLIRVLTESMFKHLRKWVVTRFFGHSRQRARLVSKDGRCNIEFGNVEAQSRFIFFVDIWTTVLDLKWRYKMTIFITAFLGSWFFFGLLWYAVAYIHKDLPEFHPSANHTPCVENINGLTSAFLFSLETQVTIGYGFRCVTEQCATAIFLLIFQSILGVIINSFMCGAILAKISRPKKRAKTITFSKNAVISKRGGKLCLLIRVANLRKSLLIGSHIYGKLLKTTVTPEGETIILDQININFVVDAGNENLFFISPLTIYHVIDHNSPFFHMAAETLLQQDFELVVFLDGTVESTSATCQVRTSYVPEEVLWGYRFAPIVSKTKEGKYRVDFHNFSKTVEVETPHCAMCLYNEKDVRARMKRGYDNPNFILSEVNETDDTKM
STAT1 act: STAT1 signaling activation; NIH 3T3 STAT1-luciferase reporter, IFN-gamma, luminescence; 100% = IFN-gamma alone, no compound; activation (% of control), % at 5.5 µM; actives 2.6% (n = 200,000); AID 932;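 active means activation above the screen-wide mean activation plus 3 SD, cut at about 130% in these data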;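 further: raw ratio to IFN-gamma control signal so 100% means no change and 0% no light; values of inactives mirror those of a sister screen read the other way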
Starred values were filed as active, the others as inactive; . = no result given.

canonical_smiles	APP 5'UTR act	STAT1 inh	APP transl inh	STAT3 inh	NF-kB expr up	STAT3 activator	FLuc stim CS	FLuc inhib CS	ROMK primary	STAT1 act
O=c1c(Cl)c(NCC2CCCO2)cnn1C12CC3CC(CC(C3)C1)C2 (configuration not stated)	2	6	-2	13	1.4	99	1	-2	0.059	94
Cn1c(=O)oc2cc(S(=O)(=O)NC3CCCCCCC3)ccc21	2	1	-2	8	1	99	1.1	-7	.	99
COc1ccc(-c2c(C(F)(F)F)oc3cc(OCC(=O)Nc4ccccc4C(F)(F)F)ccc3c2=O)cc1OC	10	-4	-10	11	1.1	95	1	-4	.	104
Nc1nonc1-c1nc2ccccc2n1Cc1ccc(F)cc1	1	-20	-1	-19	1.4	121	1	-4	0.34	118
Cc1ccc(S(=O)(=O)N(C)c2c(C)ccc(S(N)(=O)=O)c2C)cc1	0	1	0	-4	1.3	105	1	-5	0.2	97
N/C(=N\OC(=O)Cc1cccs1)c1ccc([N+](=O)[O-])cc1	7	-25	-7	4	1.7	95	1	3	-0.25	122
Cc1cc(C(=O)CN(Cc2ccc(F)cc2)S(=O)(=O)c2ccc3c(c2)OCCO3)c(C)n1C	-5	6	5	9	2	98	1	0	-0.34	94
Cc1nn(Cc2ccc(Cl)cc2)c(C)c1NC(=O)c1noc2c1CCc1ccccc1-2	-12	11	12	12	0.65	94	1.1	-9	.	90
O=C(NC(Cc1ccccc1)C(=O)O)C1CCCCC1 (configuration not stated)	8	-5	-8	0	1.1	103	1.1	-6	.	104
Cn1nc(C(=O)Nc2c(-c3ccccc3)nc3sccn23)c2ccccc2c1=O	-2	2	2	10	0.89	100	1	-1	.	98
CC1c2nc3ccccc3n2C(CC(=O)NCCCN2CCOCC2)C(=O)N1Cc1ccccc1 (configuration not stated)	1	6	-1	0	1.6	101	1	3	0.0089	93
CC(C)(C)NC(=O)N1CCC(CO)(Cc2ccccc2Cl)CC1	10	0	-10	-1	0.85	104	1.1	-6	-0.77	99
CSC1=N/C(=C\c2ccc(C)o2)C(=O)S1	9	-3	-9	1	1.3	104	0.9	9	0.42	103
Cc1cc(N2CCCC2)c(C)cc1C=O	1	6	-1	13	1.4	89	1	1	-0.18	97
CC(=O)Nc1nc2ccccc2n1Cc1ccccc1C	3	-27	-2	-34	0.77	134*	1.1	-10	.	124
O=C(NCc1ccc(F)cc1)c1c2c(nc3ccccc13)CCC2	-15	-14	15	-8	1.2	110	1	2	-0.12	112
COC(=O)c1ccc(NC(=O)CSc2nccn2CCc2ccccc2)cc1	0	-14	0	-3	2	104	1.1	-7	-0.83	105
O=C(NC1CCCCC1)C(c1ccccc1)N1CCC2(CC1)OCCO2 (configuration not stated)	6	2	-6	-6	0.92	111	1	-3	.	99
CC1=CC(C)(C)NC(=S)N1c1ccc(C)cc1	16	9	-16	11	1.1	93	1	-3	-0.51	94
CN(C)S(=O)(=O)c1ccc(C(=O)NCCSc2ccccc2)cc1	41	-24	-41	-8	2.4	114	1	2	.	122
CCc1nnc(NC(=O)c2ccc(-c3ccc([N+](=O)[O-])cc3Cl)o2)s1	-21	1	21	10	1.1	94	1.1	-9	.	98
COc1cc(C)nc(N2CCCC(C(=O)NCC(C)C)C2)n1 (configuration not stated)	20	1	-20	3	1.3	99	1.1	-6	.	99
COc1ccc(C2N(c3ccc(Cl)cc3)C(=O)C3CCCN32)cc1 (configuration not stated)	4	-3	-4	3	1.2	102	1	0	.	102
CC(C)(C)C(=O)Nc1ccc(C(=O)N/N=C/c2ccccc2OC(=O)c2ccc(Cl)cc2)cc1	-8	3	8	19	0.53	86	1	1	0.11	97
O=C(Nc1ccccc1-c1ccccc1)C12CC3CC(CC(C3)C1)C2	9	-3	-9	-3	0.94	102	1.1	-5	.	102
O=C(O)c1cc(Nc2nc(N3CCOCC3)nc(N3CCOCC3)n2)ccc1Cl	-13	-7	13	0	1.2	101	1	-4	0.25	98
Cc1ccc(SCc2ccc(C(=O)Nc3cc([N+](=O)[O-])ccc3C)cc2)cc1	7	-4	-7	15	1.2	92	1	-4	.	104
CCOC(=O)CN(C)Cc1c[nH]c2ccccc12	20	16	-20	-40	1.1	137*	1	-3	-0.036	84
COc1ccc(NC(=O)c2ccc3c(c2)n(C)c(=O)n3C)cc1	15	5	-16	23	1.1	80	1	-3	0.39	95
O=C(c1ccccc1Cl)N(Cc1ccccc1F)N1C(=O)CCCC1=O	-8	8	8	19	1.1	89	1.1	-5	-0.045	90
COc1ccc(Oc2c(C)oc3cc(OC(=O)N4CCOCC4)ccc3c2=O)cc1	17	12	-17	18	0.94	88	1.1	-6	0.59	89
CSc1ccc(CN2CCN(C(=O)c3ccncc3)CC2)cc1	35	3	-35	15	1.3	91	1	-4	0.34	97
Cc1ccc(C)n1-c1ccc(N(C)C)cc1	130	7	-130	0	0.79	102	1	2	.	93
Cc1cc(C)cc(OCC(=O)NCCN2CCOCC2)c1	-13	9	12	5	1.1	99	1	2	.	91
CCN(C(=S)Nc1ccc(Oc2ccccc2)cc1)c1ccccc1	6	8	-6	0	1.3	98	1.1	-8	.	93
NC(=O)c1ccc(NCC2COc3ccccc3O2)c([N+](=O)[O-])c1 (configuration not stated)	18	4	-18	13	1.1	93	1	-1	-0.92	95
Cc1ccc(C2CC(=O)c3cnc(N4CCc5ccccc5C4)nc3C2)cc1 (configuration not stated)	1	0	0	-12	1.2	112	1	-4	.	100
CCCOc1ccc(/C(O)=C2/C(=O)C(=O)N(CCN(C)C)C2c2ccncc2)cc1 (configuration not stated)	16	1	-16	11	.	97	.	.	0.94	99
Cc1cc(/C=N/NC(N)=S)c(C)n1-c1ccc(Cl)cc1	6	1	-6	21	1.1	88	1	1	1.7*	99
CCc1ccc(-n2c(=O)c3c(C)c(C)sc3n(CC(=O)NCC3CCCO3)c2=O)cc1 (configuration not stated)	22	12	-22	7	0.93	96	1.1	-11	1.2	88
Cc1ccccc1N1CCN(c2ncnc3c2cnn3Cc2ccc(Cl)cc2)CC1	-10	10	10	10	0.89	91	1	-4	.	91
O=C(COc1ccc(S(=O)(=O)NC2CCCCC2)cc1Cl)Nc1ccc2c(c1)OCO2	-5	-1	4	1	0.93	105	1	0	0.58	101
Cc1cc(C)n2nc(S(=O)(=O)NCCc3ccccc3)nc2n1	7	-2	-7	5	1.2	103	1	-4	.	102
O=C(CSc1nnc(CNC(=O)c2cccs2)o1)Nc1ccc2c(c1)OCO2	-11	-8	11	11	1.1	96	1	-4	-0.71	107
O=C(Nc1nnc(SCc2ccc(F)cc2)s1)c1ccccn1	-44	1	44	27	1.1	84	0.9	8	-0.0042	97
Cc1cc(C)nc(SCC(=O)Nc2ncc(Cc3cccc(Cl)c3Cl)s2)n1	-2	-13	2	-8	0.88	102	1	-2	.	112
CCNc1nc(NCC)n2c(SCC(=O)Nc3ccccc3)nnc2n1	0	-5	0	-11	1.1	109	1	-3	.	104
COc1ccc(NC(=O)CSc2ccc(-c3ccccn3)nn2)cc1OC	3	0	-3	6	0.98	97	1	1	.	100
COc1ccc(-n2c(=S)[nH]c3cc(C(=O)NCCCN4CCCC4=O)ccc3c2=O)c(OC)c1	8	0	-8	18	1	90	1.1	-6	0.87	100
C/C(=N\NC(=O)Cc1cc(=O)[nH][nH]1)c1cccc([N+](=O)[O-])c1	0	-10	0	-1	0.93	99	1	-2	0.48	110
Cc1ccc(S(=O)(=O)N2CCOCC2)cc1NC(=O)COC(=O)c1ccccc1OCc1c(C)noc1C	-11	7	11	9	0.76	99	1	-4	-0.006	93
S=C1NC(C23CC4CC(CC(C4)C2)C3)=CC(c2ccc3c(c2)OCO3)N1 (configuration not stated)	.	0	.	-10	0.98	109	1	-2	-0.54	101
CC1(C)OC(=O)C(=Cc2ccc(-c3ccc(S(N)(=O)=O)cc3)o2)C(=O)O1	-2	-1	2	-8	1.1	108	1	-1	0.15	100
O=C(O)c1ccc(S(=O)(=O)N2CCC(c3nc(-c4ccccc4Cl)no3)CC2)cc1	16	4	-16	8	0.98	96	1	-2	0.66	96
O=C(COc1ncnc2ccccc12)N1CCOCC1	-15	-7	15	16	1.1	92	1	-4	.	107
Cc1cc(C)n(-c2nc3ccccc3s2)n1	38	-26	-38	1	2.1	101	0.8	18	2	122

The listing continues:
canonical_smiles	APP 5'UTR act	STAT1 inh	APP transl inh	STAT3 inh	NF-kB expr up	STAT3 activator	FLuc stim CS	FLuc inhib CS	ROMK primary	STAT1 act
Cc1ccccc1/C=C\c1nc2ccccc2c(=O)[nH]1	164*	-22	-164	21	4.4*	84	0.4	56*	-0.1	121
O=C(O)C1CC(O)CN1C(=O)c1ccco1 (configuration not stated)	15	-9	-15	2	0.91	101	1	-3	.	108
COc1ccc(CCNC(=O)C2CCN(S(=O)(=O)N3CCC4(CC3)OCCO4)CC2)cc1OC	-2	1	2	18	1.2	91	1	-3	-0.037	99
CCn1c(SCC(=O)Nc2ccc(C(=O)OC)cc2)nc2cccnc21	-4	4	4	9	0.86	93	1	0	0.19	96
COc1cccc2cc(C(=O)NCCC3=CCCCC3)c(=O)oc12	16	-8	-16	8	1.4	96	1	4	0.35	108
CCc1c(C(=O)NCc2ccccc2Cl)[nH]c(C)c1C(C)=O	9	-1	-9	16	1.2	93	1	-3	.	101
Cc1ccc(C(=O)O/N=C\c2ccc(N3CCCCC3)c([N+](=O)[O-])c2)cc1	4	-1	-4	15	1.2	91	1	0	.	101
CCOC(=O)c1cc(-c2ccc(F)cc2)n(CCC(=O)NC2CCN(Cc3ccccc3)CC2)c1C	10	-13	-10	0	3.7*	102	1	-3	-0.54	110
CCOc1cc(C(=O)Nc2ccc(S(=O)(=O)N3CCOCC3)cc2)cc(OCC)c1OCC	-5	-4	5	-2	1	104	1	-1	-0.029	104
COc1ccc(C(NC=O)c2cc(OC)c(OC)cc2Br)cc1OC (configuration not stated)	7	2	-7	8	1.1	96	1	-4	.	98
C=CCOC(=O)C1=C(C)Nc2nnnn2C1c1cccs1 (configuration not stated)	7	7	-7	6	1.2	98	1.1	-5	.	94
CCOC(=O)C1(Cc2cccc(OC)c2)CCN(Cc2ccc(OC)c(OC)c2)CC1	-8	4	8	6	0.73	99	1	-2	0.46	96
Cn1c(NC(=O)c2ccco2)cc(=O)n(C)c1=O	-4	-6	4	7	1.1	100	1.1	-7	0.6	105
Cc1c(Cl)cccc1NC(=S)N(CCN(C)C)C(C)c1ccccn1 (configuration not stated)	-20	2	20	4	1.2	101	1.1	-6	-0.52	100
CC(c1ccc(F)cc1)n1c(-c2cccs2)n[nH]c1=S (configuration not stated)	14	4	-14	3	1.3	104	1	-2	-0.12	95
CCOC(=O)N/N=C/c1cn(Cc2ccc(Cl)cc2)c2ccccc12	-21	21	21	5	1.4	98	1.1	-7	.	82
COc1ccc(S(=O)(=O)Nc2ccc(NC(C)=O)cc2)cc1OC	-9	-1	9	-5	1.2	108	1	-4	.	101
